# Screening data: PubChem BioAssay, NCI
# NCI-60 one-dose screen, 48 h, at 10 µM unless noted. Numbers give growth in % (100 = growth as untreated, 0 = no growth, -100 = all killed).
# HT29 – HT29 colon cancer; hit rate 7.4% among 81,000
# 786-0 – 786-0 renal cancer cells. hit rate 5.1% among 81,000
# HCC-2998 – HCC-2998 colon cancer; hit rate 4.7% among 79,000
# HCT-15 – HCT-15 colon cancer; hit rate 5.2% among 82,000; AID 1794746
# TK-10 – TK-10 renal cancer cells; hit rate 3.9% among 81,000; AID 1794769
# SW-620 – SW-620 colon cancer | hit rate 5.2% among 82,000
# HCT-116 – HCT-116 colon cancer; hit rate 7.3% among 82,000
# UO-31 – UO-31 renal cancer; hit rate 5.2% among 81,000; AID 1794768
# SN12C – SN12C renal cancer cells; hit rate 3.8% among 81,000
# Active calls of the source: *; . = not tested or not shown. Rule for the calls: active = growth percent below 10; inactive = the rest. Compounds as they come; overall some 12% were active at least once.
SMILES,HT29,786-0,HCC-2998,HCT-15,TK-10,SW-620,HCT-116,UO-31,SN12C
Cc1cccc(/C(=C/c2ccc([N+](=O)[O-])cc2)C(=O)O)c1,101,103,112,100,103,105,114,95,104
O=C1CSC(c2ccccc2Cl)N1c1ccccc1 (stereo not given),111,99,104,99,113,117,105,92,98
CCCOC(=O)N1CCCCC1C (stereo not given),107,103,105,97,116,99,98,83,105
Cc1ccc2nc(C)c(-c3nnc(SCc4ccc(F)cc4)o3)n2c1,100,73,114,83,125,93,87,91,92
NCCc1ccn[nH]1,101,108,110,106,103,111,107,85,105
Brc1ccc(-c2noc(CCc3nnc(-c4ccccc4)o3)n2)cc1,109,113,116,106,114,101,92,83,95
O=C1c2cccc3c(-c4ccc(-c5nc6c7ccccc7c7ccccc7c6[nH]5)cc4)ccc(c23)C(=O)N1Nc1ccccc1,108,90,102,93,100,102,93,59,85
CC(=O)NCC1c2c(n(C)c3c(Cl)c(Cl)ccc23)C(=O)NC1(C)C (stereo not given),108,100,93,102,89,113,95,85,85
c1csc(-c2ccn[nH]2)c1,104,108,64,108,84,104,99,.,93
Cc1ccc2c(c1)/C(=C/c1sc(=S)[nH]c1O)C(C(=O)O)=N2,85,100,102,104,95,109,97,92,104

# Entries of single compounds from above. Order of screens: HT29, 786-0, HCC-2998, HCT-15, TK-10, SW-620, HCT-116, UO-31, SN12C
# Shown for `Cc1ccc2c(c1)/C(=C/c1sc(=S)[nH]c1O)C(C(=O)O)=N2` = 85, 100, 102, 104, 95, 109, 97, 92, 104
# Shown for `c1csc(-c2ccn[nH]2)c1` = 104, 108, 64, 108, 84, 104, 99, ., 93

# (list continues)
SMILES,HT29,786-0,HCC-2998,HCT-15,TK-10,SW-620,HCT-116,UO-31,SN12C
O=C(Cc1ccccn1)c1ccncc1,110,101,.,102,107,103,101,86,100
Cc1cc(=O)nc2sccn12,100,103,.,92,110,109,105,91,96
CCCCCC(N)c1ccc(Cl)cc1 (stereo not given),61,86,106,102,88,88,80,77,96
CCn1cc(C(=O)O)c(=O)c2cc(F)c(N3CCN(C(C)C(=O)Nc4ccc(C(C)=O)cc4)CC3)cc21 (stereo not given),99,93,113,104,95,101,94,95,108
N#CCC(=O)N/N=C\C(O)C(O)C(O)C(O)C(=O)O (stereo not given),101,98,110,100,110,105,101,89,107
O=CN(CCNc1ccccc1)c1ccccc1,96,101,91,102,90,110,106,93,96
CC(=O)OC(C)C(=O)N(Cc1ccccc1)Cc1ccccc1 (stereo not given),96,103,104,102,93,98,90,92,100
CC(=O)OCCC/C(=C\c1ccc2ccccc2c1)[N+](=O)[O-],-30*,-93*,-93*,-69*,-64*,-72*,-100*,-100*,-66*
COc1ccc(-c2nc(SCCC(C)C)nc(N/N=C(/C)c3ccc(N)cc3)c2C#N)cc1,104,98,97,98,104,95,94,69,75
O=C(NNc1nc(-c2ccc(Cl)cc2)cs1)c1ccccc1Cl,96,93,118,97,83,121,102,85,106
Cc1c(Cl)ccc2c1N1OC(C2)C[C@H]1/C=C/c1ccccc1 (stereo not given in full),.,97,96,88,114,96,74,69,88
COc1ccc(CCC2CCCCN2CCc2ccccc2)cc1OC (stereo not given),68,95,113,98,84,100,71,68,98
COc1ccc2c(c1)OCN(c1nccnn1)C2,106,107,95,107,119,102,93,84,110
CN(C)CCNC(=O)c1ccc(-c2nc3ccc4[nH]ncc4c3c3c2CCCC3)cc1,103,94,106,100,86,99,84,82,100
CCOC(=O)OC/C=C/c1ccccc1,92,99,106,102,91,104,93,108,100
N/N=C1\CCC(C(=O)NN)C1 (stereo not given),113,106,103,102,105,106,103,93,102
Clc1nn2c(Cn3cnc4c(NCc5ccccc5)ncnc43)nnc2c2ccccc12,56,40,56,26,41,48,22,22,32
CN(C)Cc1ccc(Br)cc1,99,102,103,98,95,101,102,93,104
COc1cccc(/C=C2\Oc3ccc(O)cc3C2=O)c1,100,94,97,95,95,105,80,86,99
Clc1ccc(C2=Nn3c(N/N=C/c4ccccc4)nnc3SC2)cc1,107,104,114,104,98,107,109,78,97
CC(=O)Nc1ccc(C)cc1[N+](=O)[O-],99,109,104,103,103,.,108,80,108
CCSCC1CC(O)(c2ccccc2)CC(c2ccc(F)cc2)O1 (stereo not given),2.5*,-24*,69,17,22,8.7*,1.4*,29,-69*
CCC(C)c1ccc(CCO)cc1 (stereo not given),120,99,103,99,107,108,101,80,103
C=CN1C(=O)c2ccccc2C1=O,106,104,109,101,101,107,100,91,105
O=C1NC(=O)C(=Cc2cc(-c3ccccc3)n(-c3ccccc3)n2)C(=O)N1,110,91,120,112,95,103,91,87,96
O=C(Nc1ccccc1C(=O)N/N=C(\c1ccccc1)c1ccccn1)c1ccc(F)cc1,25,-8.1*,33,32,49,30,17,2.0*,27
O=C(O)c1ccc(C(=O)O)c(Br)c1,96,90,102,98,80,89,94,78,101
CCCCCCNC(=O)Oc1ccc(/C(=C(/C)c2ccccc2)c2ccc(OCCN3CCCC3)cc2)cc1,26,74,105,46,106,90,53,61,85
Cc1ccccc1-n1on1-c1ccccc1C,109,109,102,101,113,110,109,92,104
O=C(CNC(=O)OCc1ccccc1)Oc1ccc([N+](=O)[O-])cc1,111,102,103,97,103,94,98,83,96
O=C(O)CCCN1C(=O)/C(=C\c2cn(-c3ccccc3)nc2-c2ccc(Cl)cc2)SC1=S,117,96,110,89,100,108,93,78,91
COc1ccc(C(=O)/C=C/c2ccccc2)cc1S(=O)(=O)NNC(=O)c1ccncc1,102,100,111,92,105,107,88,74,98
Cc1ccc(-c2cc(-c3ccccc3)[nH]c(=O)c2C#N)cc1,114,88,114,71,95,98,94,73,86
COc1ccc(C=NCCN=Cc2ccc(OC)c(OC)c2)cc1OC,118,108,103,106,123,104,108,85,119
CCC(C)(C)c1ccc(NS(=O)(=O)c2ccc(N)cc2)cc1,99,97,104,92,109,101,81,85,104
CN=C(NC)c1ccc(NC(=O)/C=C\c2ccc(/C=C/C(=O)Nc3ccc(C(=NC)NC)cc3)cc2)cc1,68,89,91,86,93,54,68,67,74
CC(C)(C#N)N1CCN(c2cccc(Cl)c2)CC1,108,95,96,112,100,104,95,74,85
COc1cnc2c(c1)C(=O)c1c-2n(CCCNC2=NCCS2)c(=O)c2cc(F)ccc12,22,-91*,65,43,.,-22*,-75*,16,37
O=C1OCC/C1=C\c1ccc2c(c1)OCO2,117,103,112,111,85,100,92,86,96
CC/C=N/NC(=O)c1[nH]c(=O)c2c(C)nc(-c3ccccc3)cc2c1O,101,85,97,68,100,102,99,67,99
COc1ccc(C(=O)c2cc(C(C)=O)c3cc(C)ccn23)cc1,100,85,103,85,89,92,98,75,93
COc1cc2cc(Oc3ccc(NC(=O)Nc4ccccc4)cc3)c(C)nc2cc1OCCN1CCCCC1,17,68,73,14,108,70,11,64,90
O=c1/c(=C/c2ccc([N+](=O)[O-])cc2)sc2nc3ccccc3n12,109,104,109,100,.,103,109,95,100
COc1ccccc1NC(=O)c1sc2c(=O)[nH]c(C(F)(F)F)nc2c1C,92,98,99,104,109,112,103,81,99
CCCC/C=C/[C@@H]1C[C@H]1CCO,97,100,102,98,96,102,91,87,94
Cl/C=C(/Cl)c1ccccc1,106,110,105,113,105,109,105,97,96
FC(F)(F)c1ccccc1C#Cc1ccccc1C#Cc1ccc(OCCCCCCOc2ccc(C#Cc3ccccc3C#Cc3ccccc3C(F)(F)F)cc2)cc1,142,98,118,115,114,102,105,103,118
Cc1cc2nnc3ccccc3n2n1,90,97,98,96,92,122,91,89,102
O=C(Nc1ccc(Br)cc1)Nc1nc2ccc([N+](=O)[O-])cc2s1,7.8*,11,1.2*,-11*,-2.5*,3.1*,2.7*,5.9*,4.2*
CCCCN=C(N)c1ccc(OCCSCCOc2ccc(C(N)=NCCCC)cc2)cc1,44,83,59,90,.,57,41,93,26

# The list goes on.
SMILES,HT29,786-0,HCC-2998,HCT-15,TK-10,SW-620,HCT-116,UO-31,SN12C
Nc1ccc(-c2ccc(N)c(S(=O)(=O)O)c2)cc1S(=O)(=O)O,109,106,113,118,122,107,107,95,102
COc1ccc(C(Cc2ccccc2)[N+]2(C)CCCCC2)cc1 (stereo not given),83,95,95,101,92,105,84,84,102
COc1ccc2sc(N(Cc3cccnc3)C(=O)c3ccc(C#N)cc3)nc2c1,23,70,83,66,97,91,58,76,80
CC1=NC(c2ccc(Cl)cc2)C2=C(N1)/C(=C/c1ccc(Cl)cc1)CCC2 (stereo not given),54,93,41,80,129,82,-40*,79,102
O=C(CCCCC(=O)Nc1cccc(Cn2nnc3cc(Cl)c(Cl)cc32)c1)Nc1cccc(Cn2nnc3cc(Cl)c(Cl)cc32)c1,107,100,116,105,115,102,106,81,98
Nc1nnc(CSc2nnc3sc4ccccc4n23)s1,105,110,116,110,110,107,109,70,98
O=c1ccn(C2CC=C(CO)O2)c(=O)[nH]1 (stereo not given),111,93,123,105,100,103,96,110,92
O=CC(O)C1OC(=O)C(O)C1O (stereo not given),100,101,75,99,105,95,101,82,100
O=C(NNC(=O)[C@@H]1C[C@H](C(=O)O)[C@@H]2CC=C[C@@H]21)c1ccncc1,77,96,98,102,88,92,88,85,97
Cc1ccc(/C(=N\c2sc(-c3ccccc3)nc2-c2ccccc2)N2CCc3ccccc3C2)cc1,102,101,108,103,109,95,82,79,92

# Sorted by count of non-hydrogen atoms (rising): part of the list above.
SMILES,HT29,786-0,HCC-2998,HCT-15,TK-10,SW-620,HCT-116,UO-31,SN12C
Cl/C=C(/Cl)c1ccccc1,106,110,105,113,105,109,105,97,96
CCCC/C=C/[C@@H]1C[C@H]1CCO,97,100,102,98,96,102,91,87,94
Cc1cc2nnc3ccccc3n2n1,90,97,98,96,92,122,91,89,102
O=c1ccn(C2CC=C(CO)O2)c(=O)[nH]1 (stereo not given),111,93,123,105,100,103,96,110,92
Nc1nnc(CSc2nnc3sc4ccccc4n23)s1,105,110,116,110,110,107,109,70,98
Nc1ccc(-c2ccc(N)c(S(=O)(=O)O)c2)cc1S(=O)(=O)O,109,106,113,118,122,107,107,95,102
COc1ccc(C(Cc2ccccc2)[N+]2(C)CCCCC2)cc1 (stereo not given),83,95,95,101,92,105,84,84,102
CC1=NC(c2ccc(Cl)cc2)C2=C(N1)/C(=C/c1ccc(Cl)cc1)CCC2 (stereo not given),54,93,41,80,129,82,-40*,79,102
COc1ccc2sc(N(Cc3cccnc3)C(=O)c3ccc(C#N)cc3)nc2c1,23,70,83,66,97,91,58,76,80
CCCCN=C(N)c1ccc(OCCSCCOc2ccc(C(N)=NCCCC)cc2)cc1,44,83,59,90,.,57,41,93,26
Cc1ccc(/C(=N\c2sc(-c3ccccc3)nc2-c2ccccc2)N2CCc3ccccc3C2)cc1,102,101,108,103,109,95,82,79,92
COc1cc2cc(Oc3ccc(NC(=O)Nc4ccccc4)cc3)c(C)nc2cc1OCCN1CCCCC1,17,68,73,14,108,70,11,64,90
O=C(CCCCC(=O)Nc1cccc(Cn2nnc3cc(Cl)c(Cl)cc32)c1)Nc1cccc(Cn2nnc3cc(Cl)c(Cl)cc32)c1,107,100,116,105,115,102,106,81,98
FC(F)(F)c1ccccc1C#Cc1ccccc1C#Cc1ccc(OCCCCCCOc2ccc(C#Cc3ccccc3C#Cc3ccccc3C(F)(F)F)cc2)cc1,142,98,118,115,114,102,105,103,118

# Following part:
SMILES,HT29,786-0,HCC-2998,HCT-15,TK-10,SW-620,HCT-116,UO-31,SN12C
Oc1cccc2ccc(N/N=C/c3cc(CN4CCCCC4)c(O)c4ncccc34)nc12,15,5.3*,5.6*,21,32,16,1.6*,-19*,18
NS(=O)(=O)c1ccc(-n2ncc3c2ncn2c(=S)[nH]nc32)cc1,103,88,117,111,111,106,100,86,108
C=C(C)[C@@H]1CC[C@]2(/C=N/OCCC#N)CC[C@]3(C)[C@H](CC[C@@H]4[C@@]5(C)CC/C(=N\OCCC#N)C(C)(C)[C@@H]5CC[C@]43C)[C@@H]12,73,87,84,93,102,89,57,68,79
CCCCCCCCCCCCCC[n+]1ccc(C)cc1,-9.5*,-3.9*,-70*,47,-41*,-3.7*,0.4*,24,-2.5*
N/C(=N\OC(=O)c1ccccc1)C(C(=O)NOC(=O)c1ccccc1)C1CCCCC1 (stereo not given),97,76,98,53,93,82,37,-50*,89
O=C1C=CC2(NN=C(c3ccccc3)N2c2cccc(Cl)c2)c2cccc(O)c21 (stereo not given),79,107,91,24,118,82,55,33,42
COc1ccc2ccc(OC)cc2c1,105,99,94,108,105,100,96,80,96
CC1(C)SC(C)(C)N(C=O)C1C(=O)O (stereo not given),98,106,104,107,96,108,110,93,99
CCCC/C(=C\c1ccc(O)c(O)c1)C(=O)NC(Cc1ccccc1)C(=O)C(=O)NCCc1ccc(OC)cc1 (stereo not given),105,104,102,93,107,101,92,93,95
O=Cc1ccc(O)cc1O,100,93,85,103,162,106,93,63,91
COC(=O)c1ccccc1C(=O)OCC(C)(C)[N+](=O)[O-],106,101,105,109,108,100,105,80,94
CSc1nc2c(c(=O)n1C)C(c1ccc(F)cc1)C=C(C(=O)O)N2 (stereo not given),108,98,107,104,100,101,102,101,108
COC(=O)CSc1ccc2nsnc2n1,107,98,99,100,98,95,97,79,99
Cc1ccc2oc(=O)cc(CSC(=S)N3CCOCC3)c2c1,104,.,105,98,123,99,94,54,81
O=C1NC(=O)[C@@H](c2cn3c4c(cccc24)CCC3)[C@@H]1c1c[nH]c2ccccc12,0.3*,21,18,17,43,27,2.9*,46,31
CCOC(=O)c1ccc2n1CCc1cnc(NC3CCCCC3)nc1-2,90,97,115,91,112,102,91,82,100
NS(=O)(=O)c1ccc(NCCC(=O)c2ccc3ccccc3c2)cc1,99,97,102,100,106,99,96,92,91
CCCCCCCC(O)(CCCCCCC)CCCCCCC,99,95,107,101,98,100,103,101,103
CCCCCCCCCCCCCCCC[n+]1cccc(C#N)c1,27,70,65,13,69,36,24,68,97
COc1ccc(C=Nc2cc(C(C)C)c(O)cc2C)cc1S(=O)(=O)O,93,100,105,110,90,106,96,96,102
Cc1[nH]c2ccccc2c(=O)c1CNCc1ccccc1,104,108,119,102,109,103,109,72,98
NC(=O)c1cc(I)ccc1NC(=O)COc1ccccc1,7.1*,34,14,20,.,24,19,53,37
